Vif-A3F inh: blocks the Vif interaction with APOBEC3F | 0.2% of 390,000 active | HeLa A3F-eYFP + Vif (tagged APOBEC3F with the HIV-1 protein that degrades it), YFP fluorescence increase | AID 602313 | Potency, µM (series often up to 46.1 µM), inactives show at the top dose activity, negative = active; note: potency is the fitted concentration of half-maximal effect; % of control where 0% means no effect; nearly all actives have a fitted effect of over 65% in size
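HeLa cells stably expressing A3F-eYFP plus Vif, plated and incubated overnight at 37 deg C, then exposed to compounds overnight at 37 deg C. Blocked degradation read as raised yellow fluorescence (Ex 488/Em 500-530).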
Vif-A3G inh: inhibitors of Vif-APOBEC3G interaction | Q9HC16 | HeLa A3G-eYFP + Vif (tagged APOBEC3G with the HIV-1 protein that degrades it), YFP fluorescence, overnight | Potency, µM (doses to about 46.1 µM), for the others: at the highest dose activity, negative = active, usual class: inhibitors | 0.076% of 410,000 active | AID 602310;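 note: potency is the fitted concentration of half-maximal effect; % is set by controls: 0 for no effect and ±100 for the full control effect; nearly all actives have a fitted effect of over 60% in size; hits raise eYFP signal because A3G escapes Vif-driven loss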
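HeLa cells stably expressing Vif and C-terminally eYFP-tagged A3G, seeded overnight at 37 deg C, then exposed to compound by pintool overnight at 37 deg C. Rise in yellow fluorescence (Ex 488/Em 500-530, Acumen) marks blocked Vif-driven A3G degradation.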
D2 antagonist: antagonists of human D2 dopamine receptor. P14416. HEK293 TREx D2 cells, calcium flux, dopamine EC80. inhibition, % at 10 µM. 2% of 340,000 active. AID 485344; in the data active = inhibition above about 30%; note: 0% is about no effect
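Calcium mobilization kinetics were recorded at 1 s intervals in tetracycline-induced HEK293 T-REx D2 cells, first for 180 s after compound addition and then 180 s after EC80 dopamine.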
LDHA inh: blocks human lactate dehydrogenase A; activity change, % (values are at about 110 or 230 µM); P00338; 0.15% of 480,000 active; purified LDHA, NADH/diaphorase-resazurin fluorescence; stronger effect = lower value; in the data active = activity change below about -30%; inconclusive = mostly about -25% to -30%;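 note: plate controls were DMSO wells for no effect and wells without enzyme for full effect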
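Enzyme activity of human lactate dehydrogenase 5 (2 nM; 0.06 mM NADH, 0.2 mM pyruvate, 5 min, RT) is measured via a resazurin/diaphorase fluorescence readout of residual NADH.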
ERG Ets-DNA blk: inhibitors of human ERG Ets domain-DNA interaction. fluorescence polarization, His-ERG Ets domain / labelled DNA. AID 624246. P11308. Potency, µM (titrated, usually from 76.9 µM), without a hit: top-dose FP activity, negative = inhibition, usual class: inhibitors. 0.028% of 370,000 active; active = well fitted inhibition curve with a large enough effect in the polarisation, with a control signal flat; inconclusive = small, poorly fitted or top-dose-only effect, or effect the other way, or a change in a side signal; inactive = no such curve, though single readings can be large or run the other way; the % refers to the polarisation;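 note: polarization taken with two DNA probes labelled with fluorescein and Texas red; potency is the fitted concentration of half-maximal effect; % of control where 0% means no effect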
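His-tagged ERG Ets domain (1 uM in the protein solution; 300mM KCl, 50mM Tris-HCl, 1mM EDTA, 1mM DTT, pH 7.5) received compound, then a probe mix of 5 nM fluorescein-DNA and 100nM Texas-615-DNA. Fluorescence polarization was read for both dyes.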
ALOX12 inh: ALOX12 (human) lipoxygenase inhibition. P18054. purified 12hLO, xylenol orange hydroperoxide absorbance. Potency, µM (top dose mostly 108 µM), for the others: top-dose activity change, negative = inhibition, actives largely listed as inhibitors. 1.1% of 580,000 active. AID 1671190; note: potency is the fitted concentration of half-maximal effect; % is set by controls: 0 for no effect and ±100 for the full control effect
Target sequence (P18054 whole entry, looked up): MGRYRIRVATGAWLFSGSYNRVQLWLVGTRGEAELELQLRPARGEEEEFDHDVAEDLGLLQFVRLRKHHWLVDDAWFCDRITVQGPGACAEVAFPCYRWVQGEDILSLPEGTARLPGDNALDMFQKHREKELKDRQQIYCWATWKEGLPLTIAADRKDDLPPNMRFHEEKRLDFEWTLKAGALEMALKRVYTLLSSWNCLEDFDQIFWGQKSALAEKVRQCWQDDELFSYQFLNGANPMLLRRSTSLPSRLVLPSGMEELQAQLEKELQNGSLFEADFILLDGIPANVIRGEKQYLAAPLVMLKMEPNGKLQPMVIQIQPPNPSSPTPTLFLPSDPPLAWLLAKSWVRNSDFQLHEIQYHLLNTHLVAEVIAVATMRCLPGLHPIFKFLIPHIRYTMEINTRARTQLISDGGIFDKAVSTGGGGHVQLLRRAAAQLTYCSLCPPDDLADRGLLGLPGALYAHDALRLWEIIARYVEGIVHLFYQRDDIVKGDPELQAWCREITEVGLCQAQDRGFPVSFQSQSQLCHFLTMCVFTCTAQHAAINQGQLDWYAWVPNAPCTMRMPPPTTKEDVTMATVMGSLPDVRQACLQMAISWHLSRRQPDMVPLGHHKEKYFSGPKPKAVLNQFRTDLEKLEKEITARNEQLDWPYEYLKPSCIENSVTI
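Purified human 12hLO (150 nM final) in 25 mM Hepes, 0.01% Triton X-100, pH 7.0 was preincubated 15 min at room temperature with compound. Then 40 uM arachidonic acid was added, 30 min. Hydroperoxide was read by Fe-XO absorbance ratio 573/405 nm.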
Glioma ERSR ind: ER stress response induction in glioma; U87-MG GRP78 promoter luciferase reporter, 16 h; Potency, µM, for the others: top-dose activation, most hits filed as activators; 0.02% of 420,000 active; note: potency is the fitted concentration of half-maximal effect; series mostly up to about 76 µM; % of control where 0% means no effect; nearly all actives have a fitted effect of over 35% in size
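ERSR induction read as luciferase luminescence (Bright-Glo, 10 min at room temperature) in stably transfected human U87-MG glioma cells exposed to compounds for 16 h, using GRP78 as sensor.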
D2 agonist: D2 dopamine receptor (human) agonism; 0.53% of 340,000 active; AID 485358; P14416; HEK293 T-REx D2 cells, calcium flux agonist mode; activation, % at 2 µM;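 active = activation over 3 SD above normal in the single-dose calcium agonist read, cut at about 30% in these data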; note: 0% is about no effect
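Tetracycline-induced HEK293 T-REx cells with force-coupled D2 receptor, plated overnight at 30 C, loaded with no-wash calcium dye. After a 10 s baseline, compound was pin-added and calcium flux read kinetically for 180 s; calcium rises flagged agonists.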
RGS4 inh: blocks human RGS4-accelerated GTP hydrolysis | P49798 | Transcreener GDP fluorescence polarization, RGS4-accelerated GTP hydrolysis | Potency, µM (series often up to 114 µM), for inactives: at the highest dose activity change, negative = inhibition, actives largely listed as inhibitors | 0.039% of 390,000 active | AID 504845; note: potency is the fitted concentration of half-maximal effect; % is set by controls: 0 for no effect and ±100 for the full control effect; nearly all actives have a fitted effect of over 75% in size; some results filed as inactive show a strong effect at the top dose
Target sequence (P49798 whole entry, looked up): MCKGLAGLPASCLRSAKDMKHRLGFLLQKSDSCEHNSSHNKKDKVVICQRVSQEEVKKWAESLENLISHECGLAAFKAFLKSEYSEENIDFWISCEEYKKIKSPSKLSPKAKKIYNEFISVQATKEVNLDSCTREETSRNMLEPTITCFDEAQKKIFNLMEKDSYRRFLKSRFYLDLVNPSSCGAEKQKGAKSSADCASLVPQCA
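MLSMR compounds (23 nl, pin-transferred) preincubated 10 min at room temperature with a 500nM (2x) first reagent, then RGS4 at 900nM (2x) plus Transcreener GDP mix added; fluorescence polarization (620/688 nm) read before and after 90 min at 30 °C.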
Active calls of the source: *; & = joins results of further samples; [ ] = another dose, or the depositor's remark. Unless noted, calls come from the whole dose curve; as a rule, active = well fitted curve in the direction sought with a large enough effect; inconclusive = small, poorly fitted or top-dose-only effect, or another doubt; inactive = no such curve, though single readings can be large; an effect the other way counts as inactive or inconclusive.

Results for O=C(O)c1ccccc1N/C=C\[N+](=O)[O-] ?
Vif-A3F inh: 0%; Vif-A3G inh: -6%; D2 antagonist: -11; LDHA inh: 4; ERG Ets-DNA blk: 6%; ALOX12 inh: -9%; Glioma ERSR ind: 1%; D2 agonist: -0.4; RGS4 inh: -10%

Results for COc1cc(C2CC(=O)NC3=C2C(=O)CC(C)(C)C3)cc(OC)c1O (configuration not stated) ?
Vif-A3F inh: 6%; Vif-A3G inh: -5%; D2 antagonist: -1; LDHA inh: 26; ERG Ets-DNA blk: 1%; ALOX12 inh: 0%; Glioma ERSR ind: -3%; D2 agonist: 0.4; RGS4 inh: -2%

How did Cc1ccc(Cl)cc1NC(=O)c1csnn1 do in these assays?
Vif-A3F inh: -10%; Vif-A3G inh: -4%; LDHA inh: -12; ERG Ets-DNA blk: 4%; ALOX12 inh: 2%; Glioma ERSR ind: -3%; D2 agonist: -0.5; RGS4 inh: -11%

How did N#CCN1C(=O)C(=O)N(Cc2cccc(Cl)c2)C1=O do in these assays?
Vif-A3F inh: -12%; Vif-A3G inh: -6%; D2 antagonist: -6; LDHA inh: 0; ERG Ets-DNA blk: 2%; ALOX12 inh: 5%; Glioma ERSR ind: 10%; D2 agonist: 0.0; RGS4 inh: 3%

Results for Cc1c(C(C)O)nnn1-c1nonc1N (configuration not stated) ?
Vif-A3F inh: -3%; Vif-A3G inh: 1%; D2 antagonist: 5; LDHA inh: -7; ERG Ets-DNA blk: 5%; ALOX12 inh: 33%[activator][57.4 µM]; Glioma ERSR ind: 0%; D2 agonist: 0.7; RGS4 inh: -42%

How did COc1cc(CNc2ccc3[nH]c(=O)[nH]c3c2)cc(Br)c1OCC(=O)NC(C)(C)C do in these assays?
Vif-A3F inh: -5%; Vif-A3G inh: -20%; D2 antagonist: 0; LDHA inh: 9; ERG Ets-DNA blk: 4%; ALOX12 inh: -6%; Glioma ERSR ind: -2%; D2 agonist: -2.1; RGS4 inh: -49%

What do the screens show for `Cc1cc(/C=C(\C#N)C(=O)NCc2cccs2)c(C)[nH]1`?
Vif-A3F inh: inconclusive; Vif-A3G inh: -19%; D2 antagonist: -23; LDHA inh: -3; ERG Ets-DNA blk: -2%; ALOX12 inh: 0%; Glioma ERSR ind: 0%; D2 agonist: -0.4; RGS4 inh: -25%

What do the screens show for `CCOC(=O)c1cc(OC(=O)c2cccc(F)c2)n(-c2ccccc2)n1`?
Vif-A3F inh: 9%; Vif-A3G inh: 1%; LDHA inh: 8; ERG Ets-DNA blk: 0%; ALOX12 inh: -24%; Glioma ERSR ind: -1%; D2 agonist: -0.1; RGS4 inh: 12%

How did c1cc(-c2ccncc2)ccn1 do in these assays?
Vif-A3F inh: 0%; Vif-A3G inh: 0%; D2 antagonist: -18; LDHA inh: -8; ALOX12 inh: -6%; Glioma ERSR ind: -6%; D2 agonist: 2.7; RGS4 inh: -15%

Results for Cc1cc(C)n2c(SCc3ccccc3Cl)nnc2n1 ?
Vif-A3F inh: 0%; Vif-A3G inh: -5%; D2 antagonist: 7; LDHA inh: -6; ERG Ets-DNA blk: -5%; ALOX12 inh: 0%; Glioma ERSR ind: 0%; D2 agonist: 0.9; RGS4 inh: 22%

Results for COc1cccc(C(=O)N2CCC(N3CC(C)OC(C)C3)CC2)c1 (configuration not stated) ?
Vif-A3F inh: -14%; Vif-A3G inh: 0%; D2 antagonist: -14; LDHA inh: -17; ERG Ets-DNA blk: 8%; ALOX12 inh: inconclusive; Glioma ERSR ind: -6%; D2 agonist: 0.7; RGS4 inh: -4%

What do the screens show for `CCCCN(C)CCNC(=O)CN1C(=O)CSc2ccc(S(=O)(=O)N3CCCCC3)cc21`?
Vif-A3F inh: 5%&-3%; Vif-A3G inh: 0%&-1%; D2 antagonist: 22; LDHA inh: 0&-2; ERG Ets-DNA blk: -9%&7%; ALOX12 inh: inconclusive; Glioma ERSR ind: -4%&-4%; D2 agonist: 0.2&0.1; RGS4 inh: -1%&-8%

Reprinted at random: two records from the list, in no set order.
How did COc1cc(CNc2ccc3[nH]c(=O)[nH]c3c2)cc(Br)c1OCC(=O)NC(C)(C)C do in these assays?
Vif-A3F inh: -5%; Vif-A3G inh: -20%; D2 antagonist: 0; LDHA inh: 9; ERG Ets-DNA blk: 4%; ALOX12 inh: -6%; Glioma ERSR ind: -2%; D2 agonist: -2.1; RGS4 inh: -49%

How did Cc1ccc(Cl)cc1NC(=O)c1csnn1 do in these assays?
Vif-A3F inh: -10%; Vif-A3G inh: -4%; LDHA inh: -12; ERG Ets-DNA blk: 4%; ALOX12 inh: 2%; Glioma ERSR ind: -3%; D2 agonist: -0.5; RGS4 inh: -11%

The list continues.
What do the screens show for `CC1Cc2cc(/C(O)=C3/C(=O)C(=O)N(Cc4ccco4)C3c3cccs3)ccc2O1` (configuration not stated)?
Vif-A3F inh: 0%; Vif-A3G inh: 0%; D2 antagonist: 9; LDHA inh: 2; ERG Ets-DNA blk: 11%; ALOX12 inh: inconclusive; Glioma ERSR ind: 5%; D2 agonist: -2.0; RGS4 inh: -20%

Results for Cn1c(SCC(=O)N2CCOCC2)nnc1-c1ccc2ncccc2c1 ?
Vif-A3F inh: 24%; Vif-A3G inh: -1%; D2 antagonist: 11; LDHA inh: -3; ERG Ets-DNA blk: 0%; ALOX12 inh: -8%; Glioma ERSR ind: -3%; D2 agonist: 0.5; RGS4 inh: 24%

Results for CCOC(=O)c1cn(CC)c2cc(Cl)c([N+](=O)[O-])cc2c1=O ?
Vif-A3F inh: -3%; Vif-A3G inh: 1%; D2 antagonist: 15; LDHA inh: -5; ERG Ets-DNA blk: 6%; ALOX12 inh: -21%; Glioma ERSR ind: -6%; D2 agonist: 1.1; RGS4 inh: -9%

What do the screens show for `CN1CCN(S(=O)(=O)c2cccc(C(=O)Nc3cc(C(F)(F)F)ccc3N3CCCCC3)c2)CC1`?
Vif-A3F inh: -1%; Vif-A3G inh: -1%; D2 antagonist: -10; LDHA inh: -11; ERG Ets-DNA blk: -4%; ALOX12 inh: -8%; Glioma ERSR ind: -4%; D2 agonist: -0.8; RGS4 inh: 5%

How did CCCN1CCN(c2ncnc3sc(C(=O)Nc4c(C)cc(C)cc4C)c(C)c23)CC1 do in these assays?
Vif-A3F inh: 8%; Vif-A3G inh: 2%; LDHA inh: -1; ERG Ets-DNA blk: -2%; ALOX12 inh: inconclusive; Glioma ERSR ind: -2%; D2 agonist: -3.0; RGS4 inh: 15%

What do the screens show for `Cc1ccc2c(C)c(C(=O)NCc3ccc(S(N)(=O)=O)cc3)oc2c1C`?
Vif-A3F inh: 6%; Vif-A3G inh: -1%; D2 antagonist: 6; LDHA inh: -5; ERG Ets-DNA blk: -4%; ALOX12 inh: 2%; Glioma ERSR ind: -7%; D2 agonist: -6.5; RGS4 inh: -13%

What do the screens show for `CC(=O)N1CCN(C(=O)c2cc3c(s2)CCCC3)CC1`?
Vif-A3F inh: 4%; Vif-A3G inh: -6%; LDHA inh: 4; ERG Ets-DNA blk: 4%; ALOX12 inh: 13%; Glioma ERSR ind: 0%; RGS4 inh: 10%

What do the screens show for `O=c1[nH]c2ccccc2n2c(-c3ccncc3)nnc12`?
Vif-A3F inh: -6%; Vif-A3G inh: 1%; D2 antagonist: -3; LDHA inh: -8; ERG Ets-DNA blk: -13%; ALOX12 inh: -24%; Glioma ERSR ind: -4%; D2 agonist: 0.3; RGS4 inh: 9%

Results for O=C(N/N=C/c1sc(=O)n(Cc2ccc(Br)cc2)c1Cl)c1ccco1 ?
Vif-A3F inh: inconclusive; Vif-A3G inh: inconclusive; D2 antagonist: 0; LDHA inh: -46*; ERG Ets-DNA blk: 16%; ALOX12 inh: -30%; Glioma ERSR ind: -7%; D2 agonist: 0.7; RGS4 inh: inconclusive

Results for CC(C)Oc1ccc(C(CCNCc2ccc(O)cc2)c2ccccc2)cc1 (configuration not stated) ?
Vif-A3F inh: 3%; Vif-A3G inh: -12%; D2 antagonist: 10; LDHA inh: -1; ERG Ets-DNA blk: -9%; ALOX12 inh: 40µM*; Glioma ERSR ind: -12%; D2 agonist: 1.9; RGS4 inh: -21%

Results for COc1ccc(F)cc1S(=O)(=O)Nc1cc2c3c(c1)CC(=O)N3CCC2 ?
Vif-A3F inh: -4%; Vif-A3G inh: 0%; LDHA inh: -4; ERG Ets-DNA blk: -3%; ALOX12 inh: 0%; Glioma ERSR ind: 1%; RGS4 inh: 31%

Results for O=C(Nc1ccccc1N1CCOCC1)c1ccc(OCc2cscn2)cc1 ?
Vif-A3F inh: 0%; Vif-A3G inh: -2%; D2 antagonist: 11; LDHA inh: -3; ERG Ets-DNA blk: 1%; ALOX12 inh: 1%; Glioma ERSR ind: -5%; D2 agonist: -3.0; RGS4 inh: 0%

How did Cc1ccc(N2C(=O)c3oc4ccccc4c(=O)c3C2c2cccc(O)c2)nc1 (configuration not stated) do in these assays?
Vif-A3F inh: -2%; Vif-A3G inh: 1%; LDHA inh: -10; ERG Ets-DNA blk: 6%; ALOX12 inh: -3%[57.4 µM]; Glioma ERSR ind: 1%; RGS4 inh: -10%

Compound activity as filed in PubChem.

An excerpt. The share of hits here may be higher or lower than overall.
